GLP-1R inv ag: inverse agonists of human GLP-1 receptor. Potency, µM (top dose mostly 38.3 µM), for the others: top-dose activity change, negative = inhibition, hits mostly inhibitors. hit rate 1.6% among 410,000. P43220. HEK293 GLP-1R CRE-luciferase, luminescence, 24 h; GLP-1R form is constitutively active; note: potency is the fitted concentration of half-maximal effect; % is set by controls: 0 for no effect and ±100 for the full control effect; nearly all actives have a fitted effect of over 55% in size
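qHTS in 1536-well format: reporter HEK293 cells expressing constitutive GLP-1R activity in DMEM + 10% Nu serum, 24 hr with compounds at 37 deg C, luminescence read after 12 min with detection reagent.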
GLP1R ag: GLP-1 receptor (human) agonism; Potency, µM (top dose mostly 45.6 µM), inactives show top-dose activation, hits mostly activators; HEK293 GLP-1R CRE-luciferase, luminescence, 4-6 h; cells express a hypersensitive GLP-1R form; hit rate 0.007% among 380,000; AID 624172; P43220; note: potency is the fitted concentration of half-maximal effect; % of control where 0% means no effect
TDP43 rescue: TDP-43 toxicity inhibition in yeast; TDP-43 expressing yeast growth rescue, BacTiter-Glo, 24 h; Potency, µM (top dose mostly 46.1 µM), inactives show at the top dose growth rescue (activation), usual class: activators; hit rate 1.8% among 410,000; note: potency is the fitted concentration of half-maximal effect; % of control where 0% means no effect; nearly all actives have a fitted effect of over 50% in size
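Luminescence from BacTiter-Glo reports growth of TDP-43-expressing yeast after 24 hr at 30 deg C with compound. Cells were raffinose-pregrown to mid-log, then seeded in galactose medium at OD600=0.02.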
aSyn rescue: inhibitors of alpha-synuclein toxicity in yeast; hit rate 0.14% among 370,000; Yeast expressing alpha-synuclein, growth rescue, BacTiter-Glo, 24 h; Potency, µM (titrated, usually from 46.1 µM), inactives show top-dose growth rescue (activation), actives largely listed as activators; note: potency is the fitted concentration of half-maximal effect; % of control where 0% means no effect; nearly all actives have a fitted effect of over 65% in size
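Rescue of yeast growth: cells expressing toxic alpha-synuclein, induced in galactose at OD600 0.02, incubated with compound 24 h at 30 C. ATP luminescence quantified growth; inhibitors of toxicity appear as activators.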
DRD3 agonist: agonists of human D3 dopamine receptor; P35462; D3R DiscoveRx beta-arrestin cells, luminescence, 90 min; max activation, %; hit rate 0.58% among 410,000; in the data active = max activation above about 30%; note: 0% is about no effect; mostly tested at two doses, the higher about 12 µM
Target sequence (P35462 whole entry, looked up): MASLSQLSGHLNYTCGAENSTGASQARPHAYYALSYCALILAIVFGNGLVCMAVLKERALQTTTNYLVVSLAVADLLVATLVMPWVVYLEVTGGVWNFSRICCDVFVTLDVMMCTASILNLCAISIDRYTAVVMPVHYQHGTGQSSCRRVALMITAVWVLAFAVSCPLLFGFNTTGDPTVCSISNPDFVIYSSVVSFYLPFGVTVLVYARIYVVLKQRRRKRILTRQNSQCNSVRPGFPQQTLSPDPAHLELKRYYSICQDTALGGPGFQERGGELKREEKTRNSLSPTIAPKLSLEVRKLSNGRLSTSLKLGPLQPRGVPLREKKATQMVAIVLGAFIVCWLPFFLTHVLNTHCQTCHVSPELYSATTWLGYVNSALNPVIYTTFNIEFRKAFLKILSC
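Agonist mode: compounds and dopamine controls were applied to plated cells for 90 min at 37 degrees C after an overnight attachment at 1500 cells/well. Luminescent read-out followed 30 - 60 minutes at room temperature with DiscoveRx detection reagent.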
PTHR1 agonist: agonists of human PTHR1 parathyroid hormone receptor. HEK293 GP2 PTHR1 cells, GloSensor cAMP luminescence, 1 h. Potency, µM (doses to about 115 µM), without a hit: at the highest dose activation, most hits filed as activators. hit rate 0.075% among 410,000. AID 743266; note: potency is the fitted concentration of half-maximal effect; nearly all actives have a fitted effect of over 55% in size; some results filed as inactive show a strong effect at the top dose; inactives centre near -15; many of its hits are not listed in these tables
Target sequence (Q03431 whole entry, looked up): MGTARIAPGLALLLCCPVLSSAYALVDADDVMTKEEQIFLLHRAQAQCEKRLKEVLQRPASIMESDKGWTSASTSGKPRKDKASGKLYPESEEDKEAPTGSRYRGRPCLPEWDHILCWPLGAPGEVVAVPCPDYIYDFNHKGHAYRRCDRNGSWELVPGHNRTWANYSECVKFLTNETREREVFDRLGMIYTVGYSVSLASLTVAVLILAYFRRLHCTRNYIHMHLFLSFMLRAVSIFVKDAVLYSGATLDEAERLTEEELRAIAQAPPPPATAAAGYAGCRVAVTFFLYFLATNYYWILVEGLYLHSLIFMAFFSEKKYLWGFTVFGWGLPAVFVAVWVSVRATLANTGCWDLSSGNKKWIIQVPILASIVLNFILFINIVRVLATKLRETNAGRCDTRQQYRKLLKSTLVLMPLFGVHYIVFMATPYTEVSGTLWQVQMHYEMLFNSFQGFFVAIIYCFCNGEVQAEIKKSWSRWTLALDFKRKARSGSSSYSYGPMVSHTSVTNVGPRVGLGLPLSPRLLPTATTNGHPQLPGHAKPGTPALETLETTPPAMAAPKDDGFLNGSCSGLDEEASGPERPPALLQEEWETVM
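HEK-293-derived GP2 cells expressing PTHR1 and a GloSensor cAMP reporter, 3,000/well, plated overnight, given luciferin plus IBMX (each 0.5 mM as added) for 1 h at 37 °C, then compound for 1 h at 37 °C. Luminescence was read after 15 min at room temperature.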
GLP1R cytotox: cytotoxicity in counter-screen for GLP-1R inverse agonists. HEK293 cAMP-luciferase reporter cells, luminescence, 24 h. Potency, µM (top dose mostly 38.3 µM), inactives show top-dose activity change, negative = inhibition, actives largely listed as inhibitors. hit rate 0.13% among 410,000;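 note: loss of luciferase light is scored as toxicity; potency is the fitted concentration of half-maximal effect; % is set by controls: 0 for no effect and ±100 for the full control effect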
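Seeding density was 200 cells/uL; after overnight-length (12 h) culture, 23 nL compounds went on for 24 h at 37 °C. Readout used a luciferase detection reagent, luminescence taken after 12 min at room temperature.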
KB-V1 MDR tox: kills drug-selected multidrug resistant KB-V1 cells. KB-V1 MDR cells viability, CellTiter-Glo, 72 h. Potency, µM (doses to about 46.1 µM), for inactives: at the top dose activity change, negative = cytotoxicity, actives largely listed as cytotoxic. hit rate 3.4% among 400,000. AID 1347076; note: potency is the fitted concentration of half-maximal effect; % is set by controls: 0 for no effect and ±100 for the full control effect; nearly all actives have a fitted effect of over 60% in size
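KB-V1 cells (P-gp-expressing MDR subline of KB-3-1) in phenol-red-free DMEM with 10% FBS were exposed to library compounds over a concentration series for 72 h at 37 degrees C. Viability read by CellTiter-Glo luminescence; concentration-effect curves fitted after normalization.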
D3 antag: antagonists of human D3 dopamine receptor | D3R cells, DiscoveRx beta-arrestin luminescence, antagonist mode; hits give low values | max response, negative = inhibition, % | hit rate 2.5% among 360,000; in the data active = max response below about -50%; inconclusive = no clear call, values can overlap the other calls; note: % is set by controls: 0 for no effect and ±100 for the full control effect; mostly tested at two doses, the higher about 12 µM
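Cells expressing the human receptor were seeded at 1500 cells/well, incubated overnight at 37 degrees C in 5% CO2, then exposed to library compounds with dopamine controls for 90 minutes at 37 degrees C before luminescent detection.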
Starred values were filed as active, the others as inactive; i = inactive; ? = inconclusive; / = no result given; & = joins results of further samples; [ ] = another dose, or the depositor's remark. Unless noted, calls come from the whole dose curve; as a rule, active = well fitted curve in the direction sought with a large enough effect; inconclusive = small, poorly fitted or top-dose-only effect, or another doubt; inactive = no such curve, though single readings can be large; an effect the other way counts as inactive or inconclusive.

SMILES	GLP-1R inv ag	GLP1R ag	TDP43 rescue	aSyn rescue	DRD3 agonist	PTHR1 agonist	GLP1R cytotox	KB-V1 MDR tox	D3 antag
CCCNc1c(NC(C)=O)c(=O)oc2ccccc12	18%	-5%	-2%	-5%	-4	i	5%	5%	-9
COc1ccc(C(=O)Nc2cccc3c2CCCC3)cc1OC	21%	-5%	5%	-3%	-4	-21%	2%	-18%	-25
Cc1c(/C=N/NC(=O)C(NC(=O)c2ccc3c(c2)OCO3)C(C)C)c2ccccc2n1C (stereo not given)	?	-3%	-15%	17%	1	-13%	-6%	18µM*	?
COCCN(C(=O)COC(=O)/C=C/c1ccc2c(c1)OCO2)c1c(N)n(Cc2ccccc2)c(=O)[nH]c1=O	6%	0%	21%	-4%	2	-17%	2%	3%	-5
O=S(=O)(Nc1ccc(O)c(Sc2nc3ccccc3s2)c1)c1ccc(Cl)cc1	?	3%	8%	-48%[inhibitor]	22	i	-21%	16µM*	13
COC(=O)c1c(-c2ccc(OC)cc2)sc2ccc(N3CCOCC3)cc12	5%	14%	?	-19%	3	i	8%	-26%	48
COc1ccc(S(=O)(=O)N2CCOCC2)cc1NC(=O)CSc1cc(C)ccc1C	-6%	8%	-11%	-5%	-7	-11%	7%	-12%	-8
CCN1CC=C2C(C1)C(c1ccc(Cl)s1)C(C#N)=C(N)C2(C#N)C#N (stereo not given)	0%	-8%	7%	-2%	-6	-13%[57.5 µM]	2%	15µM*	-28
Cc1ccc2[nH]c3c(N4CCN(Cc5ccccc5)CC4)ncnc3c2c1	?	-16%	-1%	-4%	5	-12%	?	12µM*	-14
Clc1ccc(CSc2nccn2Cc2ccccc2)cc1	?	7%	16µM*	3%	1	-35%[inhibitor]	-18%	?	-28
O=C(O)c1ccc(NCc2ccc3c(c2)OCO3)cc1	9%	-4%	?	3%	-2	-11%[57.5 µM]	-17%	19%	3
FC(F)(F)c1cc(-c2ccco2)nc2ncnn12	20%	1%	24%	-2%	-5	i	10%	?	-8
COc1ccc(-c2cn(-c3ccc(Cl)cc3)c3[n+]2CCCCC3)cc1	?	-8%	-15%	-1%	-19	-16%	?	-2%	-9
O=C(NC1CCN(Cc2ccccc2)CC1)c1ccc(Oc2cc(Cl)cc(Cl)c2)o1	2%	3%	9%	5%	-22	-39%[inhibitor]	0%	?	-88*
CCC(=O)Nc1cc(NC(=O)CSc2ncc(-c3ccc(F)cc3)n2Cc2ccco2)ccc1C	?	4%	8%	-1%	1	-2%	-11%	-17%	-60*
COC(=O)COc1c(Cl)cc(C(c2c(C)[nH][nH]c2=O)c2c(C)[nH][nH]c2=O)cc1OC	5%	3%	-11%	-10%	5	-16%	-4%	1%	35
CS(=O)(=O)c1ccccc1C(=O)Nc1cc(Cl)ccc1-n1cncn1	-9%	2%	14%	1%	-3	-3%	2%	-3%	4
CC(c1ccccn1)N(C)C(=O)c1ccc2nc(Cc3cccc(Cl)c3)oc2c1 (stereo not given)	?	20%	?	11%	6	-26%	-1%	?	-5
CCOC(=O)N1CCN(C(=O)C2CCCN(S(=O)(=O)c3c(C)cc(C)cc3C)C2)CC1 (stereo not given)	-6%	0%	0%	12%	15	-45%[inhibitor]	4%	-23%	27
CC1=C(C(=O)Nc2ccc(C)cc2C)C(c2ccc(Br)cc2)n2ncc(C(=O)Nc3cccc(C)c3)c2N1 (stereo not given)	?	/	21%	/	-13	i	-12%	/	/
COc1cc(/C=C2\SC(=O)N(c3ccccc3Cl)C2=O)cc([N+](=O)[O-])c1O	?	0%	?	-1%	-11	-84%[inhibitor]	?	-16%	-26
CCn1c(CNc2ccc(Cl)cc2)nnc1SCC(=O)OC1CCCCC1	?	3%	?	29%	-10	3%	0%	6%	-29
CC1OC(c2ccccc2)OC2COC(c3ccccc3)OC12 (stereo not given)	15%	2%	-3%	1%	-12	i	-4%	-4%	17
COc1ccc(NC(=O)CN(C)S(=O)(=O)c2ccc3c(c2)CCCN3C(C)=O)cc1	-2%&16%	10%	6%&-9%	2%	0&-14	-23%	2%&-8%	22%&-5%	12
CC(N)c1csc(Nc2ccc(S(C)(=O)=O)cc2)n1 (stereo not given)	-6%	4%	8%	0%	2	-3%	-3%	2%	-1
CCCCCCn1c(=O)c(-c2ccccc2)c(O)c2ccccc21	?	2%	?	9%	2	i	-2%	4%	?
CCCCN1C(=O)C(=O)N(CC(=O)N2CCN(c3ccccc3)CC2)C1=O	-1%	7%	-28%	8%	-3	0%	0%	29%	-23
CC(=O)N1CCN(S(=O)(=O)c2cccc(C(=O)Nc3nccs3)c2)CC1	-3%	-5%	-10%	-8%	-2	-28%	-9%	-2%	-6
Cc1ccc(COC(=O)Cc2coc3cc(O)ccc23)cc1	-39%	5%	?	13%	-17	-51%[inhibitor]	-16%	17%	8
CCc1ccccc1NC(=O)C1CCCN(c2nccc(C)n2)C1 (stereo not given)	-22%	3%	18%	?	-5	-2%	-11%	-26%	9
O=C1Nc2ccccc2O/C1=C\c1ccccc1	22%	12%	0%	-1%	-2	i	-12%	12%	-2
COc1ccc(C2(C(=O)Nc3ccccc3)CCOCC2)cc1	14%	-2%	1%	-11%	3	i	1%	-2%	17
Nn1c(SCC(=O)N2CCCc3ccccc32)nnc1-c1ccc(Cl)cc1	?	-1%	-5%	5%	-1	i	-4%	-15%	1
COc1ccccc1N1CCN(Cc2nc(N)nc(Nc3ccc(C)cc3)n2)CC1	?	-4%	-6%	-5%	-7	-6%[57.5 µM]	-7%	?	-17
COc1ccc2[nH]c(C(=O)Nc3ccc(C)c(F)c3)cc2c1	4%	8%	-8%	-10%	-8	-4%	-2%	0%	-9
CCOC(=O)C1CCN(C(=O)CCc2ccccc2)CC1	16%	-1%	-18%	-6%	-10	i	10%	3%	22
O=C1NCCNC(=O)c2ccccc2OCCOc2ccccc21	-1%	-6%	12%	-9%	-1	i	-6%	5%	4
COc1ccc(OC)c([N+](=O)[O-])c1C(N)=O	1%[0.307 µM]	-7%	3%	-4%	5	i	-10%[0.307 µM]	8%	8
COc1ccc(CCNC(=O)C2CC3Cn4c(nc5cc(Cl)c(Cl)cc54)C3N2C)cc1 (stereo not given)	3%	1%	?	-1%	-9	i	3%	8%	16
O=C(NCc1ccco1)c1ccc(Br)c(S(=O)(=O)N2CCCCC2)c1	?	10%	-6%	-5%	-6	-17%[57.5 µM]	-34%	?	-8
COc1cccc(/C(O)=C2/C(=O)C(=O)N(Cc3ccco3)C2c2ccncc2)c1 (stereo not given)	-7%	-5%	?	0%	0	i	9%	18%	7
O=C(NCc1cccnc1)c1ccc(COc2ccccc2Cl)o1	10%	2%	12%	-1%	7	-35%[inhibitor]	-4%	-1%	-7
CC(C(=O)Nc1ccc(S(=O)(=O)N2CCOCC2)cc1)N1C(=O)C2CC=CCC2C1=O (stereo not given)	6%	0%	-6%	2%	0	-16%	-9%	13%	12
O=C(NC1c2ccccc2-c2ccccc21)N1CCCCC1	?	13%	6%	-1%	0	-12%	10%	16µM*	-23

Entries above that have a furan ring, fused or not, in the order listed:
SMILES	GLP-1R inv ag	GLP1R ag	TDP43 rescue	aSyn rescue	DRD3 agonist	PTHR1 agonist	GLP1R cytotox	KB-V1 MDR tox	D3 antag
FC(F)(F)c1cc(-c2ccco2)nc2ncnn12	20%	1%	24%	-2%	-5	i	10%	?	-8
O=C(NC1CCN(Cc2ccccc2)CC1)c1ccc(Oc2cc(Cl)cc(Cl)c2)o1	2%	3%	9%	5%	-22	-39%[inhibitor]	0%	?	-88*
CCC(=O)Nc1cc(NC(=O)CSc2ncc(-c3ccc(F)cc3)n2Cc2ccco2)ccc1C	?	4%	8%	-1%	1	-2%	-11%	-17%	-60*
Cc1ccc(COC(=O)Cc2coc3cc(O)ccc23)cc1	-39%	5%	?	13%	-17	-51%[inhibitor]	-16%	17%	8
O=C(NCc1ccco1)c1ccc(Br)c(S(=O)(=O)N2CCCCC2)c1	?	10%	-6%	-5%	-6	-17%[57.5 µM]	-34%	?	-8
COc1cccc(/C(O)=C2/C(=O)C(=O)N(Cc3ccco3)C2c2ccncc2)c1 (stereo not given)	-7%	-5%	?	0%	0	i	9%	18%	7
O=C(NCc1cccnc1)c1ccc(COc2ccccc2Cl)o1	10%	2%	12%	-1%	7	-35%[inhibitor]	-4%	-1%	-7

Some of the compounds tested; count on the stated rates, not on these rows.
